# RGS4-Gao reg – human RGS4-Galphao interaction regulation; AID 1415; binding response (% of control), % at 10 µM; 220,000 tested, 0.33% active; Multiplexed bead flow cytometry, RGS4-Galphao binding; actives lie on both sides; in the data active means binding response below about 49% or above about 150%; inactive means in between;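 further: fluorescent Galphao activated with aluminum fluoride binding bead-coupled RGS4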
# Target sequence (P09471 whole entry, looked up): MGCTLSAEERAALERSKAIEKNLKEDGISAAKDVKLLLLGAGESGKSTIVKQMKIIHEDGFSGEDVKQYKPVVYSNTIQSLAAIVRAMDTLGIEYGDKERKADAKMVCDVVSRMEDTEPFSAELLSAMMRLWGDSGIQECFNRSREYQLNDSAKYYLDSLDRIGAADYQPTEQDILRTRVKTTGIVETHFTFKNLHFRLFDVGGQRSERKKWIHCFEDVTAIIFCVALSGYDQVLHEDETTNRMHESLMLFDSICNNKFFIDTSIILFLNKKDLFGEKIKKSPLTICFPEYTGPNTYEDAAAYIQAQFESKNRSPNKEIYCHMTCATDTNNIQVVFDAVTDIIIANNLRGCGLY
# Bcl-B Bim block – inhibitors of Bim-Bcl-B interaction, human | bead-based flow cytometry, Bim peptide-Bcl-B binding | Q9HD36 | inhibition, % at 10 µM | 190,000 tested, 0.073% active;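 further: 0% = tracer peptide without compound and 100% = reference inhibitor peptide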
# ABCB1 block – human ABCB1 inhibition, ABCG2 as counter-screen; P08183; CCRF-Adr cells, JC-1 efflux, flow cytometry; inhibition, % at 6.6 µM; 190,000 tested, 0.067% active; in the data active means inhibition above about 40%;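 further: 0% = vehicle and 100% = reference inhibitor; higher value means more JC-1 retained so stronger ABCB1 efflux block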
# Bcl-XL Bim block – human Bim-Bcl-XL interaction inhibition; Q07817; Bim peptide-Bcl-XL binding, bead flow cytometry, fluorescence; inhibition, % at 10 µM; 190,000 tested, 0.04% active
# Target sequence (Q07817 whole entry, looked up): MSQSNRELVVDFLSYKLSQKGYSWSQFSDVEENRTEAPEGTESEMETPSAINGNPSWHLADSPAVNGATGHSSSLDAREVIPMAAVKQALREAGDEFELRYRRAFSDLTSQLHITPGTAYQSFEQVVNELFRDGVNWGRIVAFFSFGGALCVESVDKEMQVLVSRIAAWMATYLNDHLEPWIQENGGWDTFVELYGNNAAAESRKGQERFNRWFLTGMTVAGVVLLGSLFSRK
# ABCG2 block – blocks JC-1 efflux by human ABCG2 transporter; Q9UNQ0; IgMXP3 cells, flow cytometry; inhibition, % at 6.6 µM; 190,000 tested, 0.1% active; AID 1325;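 active means inhibition above 80%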;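 further: 0% = DMSO and 100% = nicardipine control wells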
#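 Test system: ABCG2 IgMXP3 and barcoded ABCB1 CCRF-Adr cell mix; Schedule: cells with compound and JC-1, 10 min at 25 °C, rotating, no wash; Technique: flow cytometry of retained JC-1 fluorescence; Measure: % inhibition of efflux relative to nicardipine and DMSO; Controls: nicardipine high and DMSO low controls.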
# Bim-Bcl-W – inhibitors of Bim-Bcl-W interaction, human; Q92843; bead-based flow cytometry, Bim peptide-Bcl-W binding; inhibition, % at 10 µM; 190,000 tested, 0.02% active; AID 952;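 further: 0% = bound tracer without compound and 100% = peptide blocker; higher means less fluorescent Bim peptide bound to Bcl-W beads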
# RGS7-Gao reg – regulators of human RGS7-Galphao interaction; P09471; 220,000 tested, 0.35% active; Multiplexed bead flow cytometry, RGS7-Galphao binding; actives lie on both sides; binding response (% of control), % at 10 µM; AID 1439; in the data active means binding response below about 49% or above about 150%; inconclusive means no clear call, values can overlap the other calls; inactive means in between;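 further: fluorescent Galphao held in activated GDP-AlF4 state binding bead-coupled RGS7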
# Bcl-2 Bim block – inhibitors of Bim-Bcl-2 interaction, human. P10415. Bead-based flow cytometry, Bim peptide-Bcl-2 binding. inhibition, % at 10 µM. 190,000 tested, 0.06% active. AID 950; in the data active means inhibition above about 40%; inconclusive means no clear call, values can overlap the other calls;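 further: 0% = no compound wells with probe peptide and 100% = reference peptide inhibitor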
# Bfl-1 Bim block – human Bim-Bfl-1 interaction inhibition; Bead-based flow cytometry, Bim-Bfl-1 binding inhibition; 190,000 tested, 0.12% active; inhibition, % at 10 µM; Q16548; AID 1008;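 further: 0% = wells without compound plus tracer and 100% = blocker peptide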
# RGS8-Gao – regulators of human RGS8-Galphao interaction; P09471; multiplexed bead flow cytometry, RGS8-Galphao binding; actives lie on both sides; response (percent of control binding), % at 10 µM; 220,000 tested, 0.34% active; AID 1423; in the data active means response below about 60% or above about 140%; inactive means in between;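 further: Galphao activated as the GDP aluminium fluoride complex binding bead-coupled RGS8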
# Bim-Mcl-1 – inhibitors of Bim-Mcl-1 interaction, human. Bead-based flow cytometry, Bim peptide-Mcl-1 binding. inhibition, % at 10 µM. 190,000 tested, 0.1% active. AID 1009;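 further: 0% = no compound tracer wells and 100% = peptide blocker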
# Target sequence (Q07820 whole entry, looked up): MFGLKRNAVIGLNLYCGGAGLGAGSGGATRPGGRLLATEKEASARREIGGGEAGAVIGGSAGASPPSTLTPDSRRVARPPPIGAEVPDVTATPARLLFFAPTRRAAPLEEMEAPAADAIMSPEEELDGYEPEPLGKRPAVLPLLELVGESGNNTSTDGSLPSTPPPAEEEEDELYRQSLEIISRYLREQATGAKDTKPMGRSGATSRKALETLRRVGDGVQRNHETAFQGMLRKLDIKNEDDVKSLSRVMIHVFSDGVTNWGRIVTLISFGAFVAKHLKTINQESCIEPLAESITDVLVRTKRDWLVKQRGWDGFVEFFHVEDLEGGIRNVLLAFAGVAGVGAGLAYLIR
# * hit, by the source's call; ? = inconclusive; . = no result given; [ ] = dose if it differs, or a comment. Unless noted, no stated cut-off is given here; in the data, active means inhibition above about 40%.
1	COC(=O)c1cccc(NC(=O)/C(=C\c2ccccc2)NC(=O)c2ccccc2Cl)c1
2	CCCNS(=O)(=O)c1ccc(OCC(=O)NCc2ccc3c(c2)OCO3)cc1
3	COCc1cc(=O)n2c([nH]c3ccccc32)c1C#N
4	CCOCC(=O)OCC(=O)Nc1cc(OC)c([N+](=O)[O-])cc1C
5	O=C(OCCN=C1NS(=O)(=O)c2ccccc21)c1ccccc1
6	COCCN1C(=O)N[C@@H](c2ccc(Br)cc2)C(C(=O)OC)=C1C
7	Cc1ccc(S(=O)(=O)N2CCN(C)CC2)c(C)c1
8	CCO[C@@H]1OC(C(=O)Nc2ccccc2)=C[C@H](c2ccccc2)[C@H]1CCCO

entry no.,1,2,3,4,5,6,7,8
RGS7-Gao reg,104,104,93,92,104,102,102,94
Bim-Bcl-W,.,2,1,-2,0,-3,1,0
RGS8-Gao,103,101,97,100,108,100,102,97
Bcl-2 Bim block,.,-6,4,-7,-5,0,0,-3
Bfl-1 Bim block,.,-9,4,-12,-6,0,-8,-4
RGS4-Gao reg,107,102,95,95,103,100,105,100
Bcl-XL Bim block,.,-2,5,-5,-3,-3,1,-1
ABCB1 block,6.2,0.4,0.0,0.7,0.8,1.0,0.5,2.1
Bcl-B Bim block,.,-9,4,-5,-4,-2,-5,-2
ABCG2 block,41,2,0,8,4,10,1,9
Bim-Mcl-1,.,-2,2,-2,0,-2,2,0

9	O=c1[nH]cn[nH]1
10	CCn1ncc(N(C)N)c(Cl)c1=O
11	CCOC(=O)c1nnc(-c2ccccc2)o1
12	Cc1cc2oc(=O)cc(CN3CCN(Cc4ccccc4)CC3)c2cc1Cl
13	O=C(c1ccccc1)N1CCN(C(=O)c2ccc3c(c2)OCCO3)CC1
14	CCSc1nc2n(n1)C(c1cccc(F)c1)C1=C(CCCC1=O)N2 (stereo not drawn)
15	COC(=O)c1ccc(C2C(C(C)=O)=C(C)Nc3ncnn32)cc1 (stereo not drawn)
16	Cc1ccc(N2C(N)=C(C#N)C(c3cccs3)C3=C2CC(C)(C)CC3=O)cc1 (stereo not drawn)

entry no.,9,10,11,12,13,14,15,16
RGS7-Gao reg,107,?,103,98,100,108,95,121
Bim-Bcl-W,-4,-2,-1,-3,-2,-4,-1,-1
RGS8-Gao,104,98,101,103,93,98,100,117
Bcl-2 Bim block,-2,-4,-11,-4,0,-11,-7,-2
Bfl-1 Bim block,-7,-3,-12,-1,-2,-21,-11,0
RGS4-Gao reg,104,95,103,99,91,102,98,197*[activator]
Bcl-XL Bim block,-5,0,-6,-1,1,-8,-8,-1
ABCB1 block,0.1,-0.1,0.0,-2.6,0.4,0.3,0.2,2.3
Bcl-B Bim block,-7,-1,-9,-6,0,-11,-6,26
ABCG2 block,0,2,-1,-4,1,16,0,4
Bim-Mcl-1,-4,0,0,0,-2,-9,-2,-2

17	COc1ccc(OCC(=O)N2CCN(C(=O)COc3ccc(Br)cc3)CC2)cc1
18	CCOc1ccc(C(Nc2ccc(C)cc2)P2(=O)OCCC(C)O2)cc1 (stereo not drawn)
19	Nc1ccccc1Nc1cc(-c2ccccc2)[nH]n1
20	CCOC(=O)C1CCN(C(=O)COc2ccc(Cl)cc2C)CC1
21	C=CCn1c(O)c(C2=c3ccccc3=NC2=O)s/c1=N/c1nccs1
22	COc1ccccc1-c1c(C)nn2c(N3CCN(Cc4ccccc4)CC3)cc(C)nc12
23	Cc1cc(NC(=O)C(C)SCC(=O)O)no1 (stereo not drawn)
24	O=C(/C=C/Nc1ccccc1C(F)(F)F)c1ccco1

entry no.,17,18,19,20,21,22,23,24
RGS7-Gao reg,100,113,?,103,96,101,99,103
Bim-Bcl-W,-2,0,3,0,-3,-1,-1,1
RGS8-Gao,101,107,98,103,100,103,107,93
Bcl-2 Bim block,-5,-5,2,-2,-4,-6,-2,-1
Bfl-1 Bim block,-11,-7,8,-1,-6,-11,-3,3
RGS4-Gao reg,103,115,100,103,98,105,105,101
Bcl-XL Bim block,-4,-8,1,-2,-3,-2,0,2
ABCB1 block,2.3,0.0,-1.0,0.4,-0.1,2.2,0.5,-3.9
Bcl-B Bim block,-4,-5,-3,-1,-3,-3,-2,4
ABCG2 block,14,1,-2,1,1,3,4,-4
Bim-Mcl-1,-1,0,0,-4,0,0,0,-2

25	CN(C(=S)Nc1ccccc1)c1ccccc1
26	N#Cc1c(NC(=O)c2cc([N+](=O)[O-])ccc2N2CCOCC2)sc2c1CCCC2
27	CC1CCCCN1C(=O)CSc1nnc(-c2cccnc2)n1C1CCCCC1 (stereo not drawn)
28	S=c1nc(C2CCCCC2)[nH]c2ccccc12
29	COC(=O)c1ccc(OCCN2C3=NCCN3c3ccccc32)cc1
30	COc1ccc(-n2nc3c(N)n[nH]c3cc2=O)cc1
31	O=C(O)CCN(Cc1ccccc1)S(=O)(=O)c1c(Cl)cccc1Cl
32	C#CC(C)(CC)NC(=O)Cn1nnc(-c2ccc(S(C)(=O)=O)cc2)n1 (stereo not drawn)

entry no.,25,26,27,28,29,30,31,32
RGS7-Gao reg,98,94,98,100,97,97,104,101
Bim-Bcl-W,-2,-1,-3,-1,4,0,1,0
RGS8-Gao,94,98,101,99,102,99,100,100
Bcl-2 Bim block,-2,2,-10,-4,-9,3,7,-16
Bfl-1 Bim block,-1,4,-18,-3,-13,0,6,-11
RGS4-Gao reg,97,95,100,98,101,99,104,103
Bcl-XL Bim block,-5,-5,-6,-2,-17,-3,0,-4
ABCB1 block,0.1,2.0,1.5,1.3,1.4,0.0,1.0,0.4
Bcl-B Bim block,-3,-12,-10,-23,-1,-3,6,-14
ABCG2 block,-1,15,4,4,5,0,3,1
Bim-Mcl-1,-2,-2,-5,-2,0,1,1,-3

33	CC(Nc1cc(=O)n(C)c(=O)n1C)c1ccccc1 (stereo not drawn)
34	CCOC(=O)c1c(C)n(C)c2cc(-c3ccc(F)cc3)c(O)cc12
35	CCCc1cc(=O)[nH]c(SCC(=O)N2N=C(c3ccc(Cl)cc3)CC2c2ccco2)n1 (stereo not drawn)
36	CCOC(=O)/C=C1\SCC(=O)N1CC(=O)N1CCOCC1
37	Cc1cc(/C=N/NC(=O)c2c(Br)cnn2C)c(C)n1-c1cccc(Br)c1
38	CCc1cc(SC#N)ccc1N
39	CC(C)NC(=S)NN=C1CCCCCCCCCCC1
40	N=C1CCCN1CC(=O)c1cccs1

entry no.,33,34,35,36,37,38,39,40
RGS7-Gao reg,104,95,94,94,110,?,97,97
Bim-Bcl-W,-4,-5,-1,-5,-3,-2,-6,0
RGS8-Gao,102,98,97,99,102,91,104,97
Bcl-2 Bim block,-14,-8,0,-3,-1,-1,-2,-2
Bfl-1 Bim block,-23,-8,0,-4,0,-2,-4,-8
RGS4-Gao reg,104,97,97,94,107,79,102,99
Bcl-XL Bim block,-8,-8,-4,-4,-5,-4,-5,-1
ABCB1 block,1.2,0.2,-0.8,0.1,0.8,0.5,0.3,-0.4
Bcl-B Bim block,-10,-11,-8,-2,-6,-5,-6,-1
ABCG2 block,10,1,-3,0,5,2,6,-1
Bim-Mcl-1,-7,-4,-5,-3,-3,-2,-1,-2

41	CS(=O)(=O)N(CC(=O)N1CCC(C(N)=O)CC1)c1ccc(Cl)c(C(F)(F)F)c1
42	Nc1ccccc1-c1n[nH]c(=S)s1
43	Cc1ccc(-c2cc(C(=O)Nc3cc(C(=O)O)ccc3C)c3ccccc3n2)cc1
44	Cn1nc(CC(=O)Nc2ccc3c(c2)OCCO3)c2ccccc2c1=O
45	CCCc1cc(-c2n[nH]c(C(=O)OCC)c2-c2cscn2)c(O)cc1O
46	COc1cccc(OCCOc2cccc(/C=N/n3cnnc3)c2)c1
47	C/C(=N\NS(=O)(=O)c1cccc([N+](=O)[O-])c1)c1cc2ccccc2o1
48	CCN(CC)C(=O)c1oc2ccc(S(=O)(=O)N3CCCCCC3)cc2c1C

entry no.,41,42,43,44,45,46,47,48
RGS7-Gao reg,122,?,94,86,98,100,97,99
Bim-Bcl-W,-1,-5,-3,0,-4,3,3,-5
RGS8-Gao,119,103,97,95,102,101,95,98
Bcl-2 Bim block,0,1,0,-6,-4,-1,-7,-7
Bfl-1 Bim block,-1,5,-1,-8,-2,4,-9,-14
RGS4-Gao reg,132,106,98,91,97,103,97,98
Bcl-XL Bim block,-4,-4,-6,-8,0,1,-2,-14
ABCB1 block,0.7,-0.9,0.9,0.7,-2.7,0.2,-0.2,1.6
Bcl-B Bim block,-2,-4,2,-10,-3,2,-6,-11
ABCG2 block,2,-3,2,6,-2,7,4,16
Bim-Mcl-1,0,-3,27,0,-1,-5,-2,-5

# Looked up one by one from the entries so far, six records:
48	CCN(CC)C(=O)c1oc2ccc(S(=O)(=O)N3CCCCCC3)cc2c1C
41	CS(=O)(=O)N(CC(=O)N1CCC(C(N)=O)CC1)c1ccc(Cl)c(C(F)(F)F)c1
47	C/C(=N\NS(=O)(=O)c1cccc([N+](=O)[O-])c1)c1cc2ccccc2o1
46	COc1cccc(OCCOc2cccc(/C=N/n3cnnc3)c2)c1
43	Cc1ccc(-c2cc(C(=O)Nc3cc(C(=O)O)ccc3C)c3ccccc3n2)cc1
45	CCCc1cc(-c2n[nH]c(C(=O)OCC)c2-c2cscn2)c(O)cc1O

entry no.,48,41,47,46,43,45
RGS7-Gao reg,99,122,97,100,94,98
Bim-Bcl-W,-5,-1,3,3,-3,-4
RGS8-Gao,98,119,95,101,97,102
Bcl-2 Bim block,-7,0,-7,-1,0,-4
Bfl-1 Bim block,-14,-1,-9,4,-1,-2
RGS4-Gao reg,98,132,97,103,98,97
Bcl-XL Bim block,-14,-4,-2,1,-6,0
ABCB1 block,1.6,0.7,-0.2,0.2,0.9,-2.7
Bcl-B Bim block,-11,-2,-6,2,2,-3
ABCG2 block,16,2,4,7,2,-2
Bim-Mcl-1,-5,0,-2,-5,27,-1

# Going on with the list.
49	COc1c(Cl)cc(Cl)cc1C(=O)Nc1ccc(NC(C)=O)cc1
50	CS(=O)(=O)N1CCN(c2nc(-c3ccc(F)cc3)cs2)CC1
51	CC(C)OCCCNS(=O)(=O)c1ccc2c(c1)OCCO2
52	O=c1c2ccccc2cnn1CCOc1ccccc1
53	COc1cc(NS(=O)(=O)c2ccc(NC(=S)NC(=O)c3sc4cc(F)ccc4c3Cl)cc2)nc(OC)n1
54	COC(=O)c1ccc(Cn2nnc3ccccc3c2=O)o1
55	COC(=O)C1=C(C)NC(=O)NC1c1ccc(-c2ccc(F)cc2)o1 (stereo not drawn)
56	COc1ccccc1NC(=O)CCc1nc(-c2ccccc2F)no1
57	Cc1ccnc(NS(=O)(=O)c2ccc(CC(C)C)cc2)c1

entry no.,49,50,51,52,53,54,55,56,57
RGS7-Gao reg,100,100,100,97,94,101,115,108,103
Bim-Bcl-W,0,-4,-1,-1,-3,-2,2,0,1
RGS8-Gao,100,101,100,77,97,92,99,100,100
Bcl-2 Bim block,-2,-3,0,-1,-9,-3,0,0,-7
Bfl-1 Bim block,-7,-2,-2,0,-18,-4,0,-4,-10
RGS4-Gao reg,101,100,101,91,95,99,104,102,100
Bcl-XL Bim block,-3,-5,-1,-3,-6,-4,0,1,5
ABCB1 block,0.5,0.0,0.8,0.1,-1.9,-0.8,1.4,-0.3,0.2
Bcl-B Bim block,-4,-16,0,0,-6,0,1,-1,-5
ABCG2 block,5,8,5,1,-9,3,17,8,1
Bim-Mcl-1,0,-3,2,1,-16,-2,-4,1,1

# Screening results as filed in PubChem BioAssay.
